LGR2 antag – Drosophila LGR2 receptor signaling inhibition; inhibition, % at 9.99 µM; 380,000 compounds, 0.35% hits; HEK293 LGR2, CRE-luciferase, bursicon-stimulated, 4 h;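 active means drop in luminescence signal, shown as inhibition above about 50% in the replicate tests, limit read from the data, passing the limit was not always enough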;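 further: agonist challenge used bursicon conditioned medium at about half maximal strength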
PglD DTNB – PglD (C. jejuni) enzyme inhibition; AID 602405; inhibition, % at 12.5 µM; 360,000 compounds, 0.098% hits; purified PglD enzyme, DTNB colorimetric CoA detection; in the data active means inhibition above about 16%, passing the limit was not always enough; further: strong numbers were not always called active
ERAP1 inh – blocks human ERAP1 aminopeptidase activity | Q9NZ08 | recombinant ERAP1, Leu-AMC fluorescence, 60 min | inhibition, % at 10.7 µM | 340,000 compounds, 0.15% hits | AID 652197;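 active means mean replicate inhibition of at least 30%, or all replicates individually reaching that 30% level; inactive means mean below 30% and not every replicate reaching it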;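 further: 0% = neutral control wells and 100% = L-leucinethiol positive control wells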
Target sequence (Q9NZ08 whole entry, looked up): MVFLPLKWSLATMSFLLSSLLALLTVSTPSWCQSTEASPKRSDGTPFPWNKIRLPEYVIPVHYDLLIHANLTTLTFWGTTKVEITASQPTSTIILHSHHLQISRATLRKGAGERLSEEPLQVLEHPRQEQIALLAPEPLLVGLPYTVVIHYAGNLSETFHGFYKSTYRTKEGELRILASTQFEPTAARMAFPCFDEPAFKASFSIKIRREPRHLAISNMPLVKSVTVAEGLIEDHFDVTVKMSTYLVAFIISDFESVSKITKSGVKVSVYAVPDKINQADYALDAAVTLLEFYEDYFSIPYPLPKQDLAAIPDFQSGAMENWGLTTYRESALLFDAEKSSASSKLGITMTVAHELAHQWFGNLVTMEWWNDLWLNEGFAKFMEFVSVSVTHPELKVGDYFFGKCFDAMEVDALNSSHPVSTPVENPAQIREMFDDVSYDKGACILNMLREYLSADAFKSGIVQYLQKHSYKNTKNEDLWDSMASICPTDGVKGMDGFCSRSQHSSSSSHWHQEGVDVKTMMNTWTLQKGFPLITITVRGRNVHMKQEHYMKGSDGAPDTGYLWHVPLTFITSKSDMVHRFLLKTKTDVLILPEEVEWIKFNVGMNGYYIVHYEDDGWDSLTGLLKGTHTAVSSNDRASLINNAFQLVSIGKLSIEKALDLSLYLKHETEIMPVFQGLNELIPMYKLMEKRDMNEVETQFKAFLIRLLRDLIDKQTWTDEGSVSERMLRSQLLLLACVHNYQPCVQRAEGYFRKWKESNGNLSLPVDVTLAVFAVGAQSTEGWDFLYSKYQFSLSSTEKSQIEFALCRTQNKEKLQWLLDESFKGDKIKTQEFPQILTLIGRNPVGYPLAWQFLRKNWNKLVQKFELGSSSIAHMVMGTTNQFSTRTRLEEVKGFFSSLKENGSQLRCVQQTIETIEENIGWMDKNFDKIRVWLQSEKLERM
FN deposition inh – fibronectin deposition inhibition; AH1F fibroblasts, Alexa488-fibronectin deposition fluorescence, overnight; inhibition, % at 12.6 µM; 350,000 compounds, 0.086% hits;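 active means mean inhibition across replicates of 30% or more, regardless of how many single replicates reach that level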;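 further: positive control wells lacked labelled fibronectin entirely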
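Assay system: AH1F fibroblasts assembling fluorescent fibronectin matrix; Amount: 10000 AH1F cells per well; Buffer or medium: DMEM, 2% serum; Probe or stimulus: Alexa488-fibronectin, 24 nM final in well; Doses: single compound dose, delivered by pin transfer; Incubation: 1 h adhesion, overnight exposure; Measured by: fluorescence 485/525 nm; Read-out: fibronectin deposition inhibition.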
PGC1a acetyl inh – PGC1a acetylation modulation, inhibitor mode. U2OS PGC1a acetylation, AlphaScreen anti-acetyl-lysine; with virally co-expressed GCN5 acetyltransferase. inhibition, % at 15.6 µM. 350,000 compounds, 0.17% hits. AID 651687;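 active means every replicate shows inhibition of at least 40%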;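 further: 0% = neutral control wells and 100% = positive control wells; some results beyond the cut were filed as inactive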
EWS-Fli inh – EWS/Fli transcriptional activity inhibition | AID 651661 | A673 NR0B1-luciferase reporter, viability-normalised | 350,000 compounds, 0.67% hits | inhibition, % at 12.6 µM;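 active means mean inhibition of at least 50% after viability correction, with every replicate also passing that limit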;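 further: firefly luciferase signal divided by Alamar Blue viability fluorescence both relative to DMSO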
PAX8 reporter – inhibitors of PAX8 transcriptional activity in RMG-I cells; RMG-I TPO-luciferase reporter, SteadyGlo, 24 h; inhibition, % at 12.6 µM; 360,000 compounds, 1.2% hits; AID 652154;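 active means mean replicate inhibition at least 60% with every replicate also reaching 60%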;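 further: luciferase light reporting Pax8 driven TPO promoter activity; plate controls were median of neutral control wells for no effect and mitoxantrone controls for full effect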
S100A4 inh HTS – inhibitors of human S100A4 binding to myosin IIA peptide; P26447; S100A4/TAMRA-MyoIIA peptide fluorescence polarization; inhibition, % at 10.7 µM; 360,000 compounds, 0.14% hits; AID 652163;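 active means mean inhibition of at least 70% across replicates, with every replicate also reaching that level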
Target sequence (P26447 whole entry, looked up): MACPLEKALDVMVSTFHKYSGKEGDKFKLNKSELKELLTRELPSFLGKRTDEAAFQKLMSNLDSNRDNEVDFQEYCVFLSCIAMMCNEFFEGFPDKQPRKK
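Test system: S100A4 monomer protein; Medium: HEPES pH 7.2 with CaCl2, KCl, NaCl, DTT, Triton; Probe or stimulus: TAMRA-labelled myosin IIA heavy-chain peptide probe, 5 nM; Doses: one dose per compound; Times: polarization read 5 min after assay mix addition, stable 5–60 min; Benchmarks: neutral control DMSO, positive control TFP.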
An asterisk follows results filed as active; . = no result given; & = joins results of further samples. The order is random; any-hit rate near 2.1%.

SMILES	LGR2 antag	PglD DTNB	ERAP1 inh	FN deposition inh	PGC1a acetyl inh	EWS-Fli inh	PAX8 reporter	S100A4 inh HTS
CCOC(=O)C1=CCN(S(=O)(=O)c2ccc(Cl)cc2)C1c1ccccc1 (stereo unspecified)	34	-4	0	-2	3	11	4	3
Cc1csc2ncc(C(=O)N3CCc4ccccc43)c(=O)n12	12	9	4	-3	.	-2	21	1
CCOC(=O)C1(Cc2ccc(OC)cc2)CCN(C(=O)c2cccc3nccnc23)CC1	-21	.	-3	6	.	-4	-1	-3
Cc1ccc(C(=O)Nc2ccc3c(c2)OCO3)cc1Cl	-39	4	-3	6	.	-57	-216	1
NC(=O)C1CCN(c2ccc(C(F)(F)F)cn2)CC1	3	.	5	.	.	1	1	3
COc1ccccc1CCC(=O)OCC(=O)NC1CC1	-2	2	0	-7	0	-1	9	-15
CCCOC(=O)c1ccc(O)c(OC)c1	0	3	-2	4	-4	4	-1	1
CCc1c(C)nc2cc(-c3cccc(Br)c3)[nH]n2c1=O	-60	4	4	8	.	-108	-119	3
O=C(N[C@H]1CC[C@H](CCn2cc(C3(O)CCCC3)nn2)O[C@@H]1CO)C1CCCCC1	-11	2	-3	.	5	29	2	11
Cn1c(-c2ccccc2)cnc1NCc1ccc(-c2ccccc2)cc1	-9	-1	-1	-12	11	5	-15	-6
O=C(CCc1nnc(-c2ccccc2)o1)NCc1cc(F)ccc1F	-20	.	3	0	10	-7	-7	-1
COc1ccc(CCNc2ncnc3c2[nH]c2cc(OC)c(OC)cc23)cc1OC	37	1	-2	-6	8	-10	20	-5
O=C(Cc1ccc(-n2c(=O)c3sccc3n(CC(=O)Nc3ccccc3)c2=O)cc1)NCc1ccco1	1	0	2	-7	11	4	16	-5
COc1cc(C(=O)NCCCNC(=O)c2cc(OC)c(OC)c(OC)c2)cc(OC)c1OC	0	2	-3	-4	7	-6	9	-4
c1ccc(CSc2nc3ncncc3[nH]2)cc1	5	.	.	-1	-1	-2	6	5
CCC1SC2=NCCN2C1(O)c1ccc(Cl)cc1 (stereo unspecified)	7	0	.	-2	-4	.	.	.
CCOC(=O)/C=C/C(=O)Nc1nccs1	11	3	0	7	4	-8	18	8
Cc1cccc(-c2nc(CS(=O)CC(=O)N3CCN(C)CC3)c(C)o2)c1 (stereo unspecified)	12	4	2	-3	11	-4	-10	2
Cc1cccc(N2CCN(Cc3c(C)n(C)n(-c4ccccc4)c3=O)CC2)c1C	.	-6	.	-1	-8	.	-12	.
Cn1ccnc1SCC(=O)n1c2c(c3ccccc31)CCCC2	6	.	.	-6	-6	.	-9	.
Cc1cccc(NC(=O)NC(C)C(c2cccs2)N2CCOCC2)c1 (stereo unspecified)	11	-1	-5	-5	.	1	2	0
Cn1c(N)c(S(=O)(=O)NCc2ccc(Cl)cc2)c(=O)n(C)c1=O	.	.	-4	-14	.	11	1	2
NS(=O)(=O)c1ccc(NC(=S)NCc2ccccc2)cc1	28	-2	.	2	-2	.	9	.
Cc1ccc(C(=O)Cc2ccccc2)c(O)c1	-84	-170	0	.	-8	-58	-58	6
CC(=O)N1[C@H](C(=O)N2CCc3ccccc3C2)[C@@H](CO)[C@@H]2Cn3c(ccc(-c4cccnc4)c3=O)[C@@H]21	-12	-2	-1	.	-14	-1	-8	0
CC(CCc1ccccc1)NC(=O)CCC(=O)N1CCC(C(=O)O)CC1 (stereo unspecified)	5	-3	-3	-2	10	4	16	-3
CO[C@H]1CN(C)C(=O)c2cc(NC(=O)C3CC3)ccc2OC[C@@H](C)N(C(=O)C2CCOCC2)C[C@H]1C	-2	.	.	6	-4	-8	-14	.
O=C(O)Cn1cc(CN2CCOCC2)c2ccccc21	6	-2	1	-9	3	13	7	0
Cc1nc2ccc3[nH]snc3c2n1	.	1	.	-5	5	.	-7	.
CN(C[C@@H]1[C@@H](c2ccccc2)[C@H](CO)N1Cc1ccccn1)S(C)(=O)=O	-14	3	-3	6	0	-4	0	3
CC(=O)c1ccc(OCC(O)CN2CCN(Cc3ccc4c(c3)OCO4)CC2)cc1 (stereo unspecified)	-7&6	-5&2	-2	1&3	5&-1	-5&1	-10&11	2&4
C[C@H]1CN([C@@H](C)CO)C(=O)c2cccc(NC(=O)c3nc4ccccc4s3)c2O[C@@H]1CN(C)S(=O)(=O)c1ccc(Cl)cc1	0	1	0	-9	4	-3	21	1
COc1ccc(-n2nnnc2CNC(=O)c2ccc3c(c2)OCO3)cc1	11	-3	0	-3	-22	1	13	6
CC(C)CCN1CCN(Cc2cc(F)ccc2-n2cccn2)CC1CCO (stereo unspecified)	-12	.	-2	5	.	5	-1	8
CN(C)Cc1cn(CC[C@@H]2CC[C@H](NS(=O)(=O)c3ccccc3)[C@@H](CO)O2)nn1	6	-2	0	.	-9	-4	.	7
Cc1ccc(S(=O)(=O)N2CCOCC2)cc1NC(=O)COC(=O)c1ccc(Br)cc1	10	0	4	-7	1	-6	11	-1
COc1ccc(S(=O)(=O)N[C@@H]2CC[C@@H](CC(=O)NCCc3ccncc3)O[C@@H]2CO)cc1	9	-1	1	.	6	0	-17	-4
COc1ccc(C2CC(=O)c3cnc(NC(=O)c4cc(OC)cc(OC)c4)nc3C2)cc1 (stereo unspecified)	2	-3	2	.	-11	5	.	2
C[C@@H](O)C#Cc1ccc2c(c1)O[C@H](CN(C)Cc1ccccc1)[C@@H](C)CN([C@@H](C)CO)S2(=O)=O	-1	0	-4	11	1	15	.	-10
COCCNC(=O)C1(C)CCCN(Cc2c(C)nn(-c3ccccc3)c2C)C1 (stereo unspecified)	1	-3	-1	8	6	-4	2	-4
Cc1cc(-c2ccc(S(=O)(=O)N3CCN(c4ccccc4F)CC3)s2)on1	-6	6	-1	-1	-5	2	17	56
C/C=C/c1ccc([C@@H]2[C@@H](CO)N3CCCCN(S(=O)(=O)c4ccc(OC)cc4)C[C@H]23)cc1	8	-1	0	-13	-2	9	7	-4
CCC(=O)Nc1ccc2c(c1)C(=O)N(C)[C@H]1CC[C@H](CC(=O)NCCCN(C)C)O[C@H]1CO2	-3	0	1	-5	0	-19	-46	-13
N#C[C@@H]1[C@H](c2ccc(C#CC3CCCC3)cc2)[C@H](CO)N1C(=O)c1cccc(F)c1	0	.	3	-6	5	-12	.	9
CC(=O)C1=C(O)C(=O)N(c2ccc(F)cc2)C1c1ccc(C)cc1 (stereo unspecified)	0	-3	3	3	.	12	-11	-4
Cc1cccn2c(=O)c(/C=C(\C#N)C(=O)NC3CCS(=O)(=O)C3)c(Oc3ccc(F)cc3)nc12 (stereo unspecified)	2	-3	-13	-10	.	.	23	-1
COc1ccc2c3c([nH]c2c1)[C@H](CO)NCC31CCN(C(=O)C2CCC2)CC1	-18	.	-2	.	.	0	-1	-8
C[C@H](CO)N1C[C@H](C)[C@H](CN(C)S(=O)(=O)c2ccccc2)Oc2ncc(-c3cc4ccccc4o3)cc2C1=O	0	-2	3	4	-22	31	.	14
O=S(=O)(NC1CCCCC1N1CCN(c2ccccc2F)CC1)c1ccccc1 (stereo unspecified)	12	0	0	11	-31	2	101*	-1
Oc1ccc2c(ccc3[nH]cnc32)c1	-15	.	-2	1	.	-3	-1	3
CN(C)c1cnn(-c2ccccc2)c(=O)c1Cl	.	.	-1	-6	.	-6	-61	3
COc1ccc(Cl)cc1C(=O)NNC(=O)c1csc(N2CCOCC2)n1	-17	.	1	1	.	-1	1	-9
Cc1cc(C)c(S(=O)(=O)N(CC(=O)O)C2CCCCC2)c(C)c1	.	4	.	2	1	.	-9	.
COc1ccc(CNC(=O)C2CCCN2C(=O)NCc2ccccc2)cc1 (stereo unspecified)	2	-3	3	3	.	-1	-6	-43
C[C@H](CO)N1C[C@H](C)[C@@H](CN(C)Cc2ccccn2)Oc2cc(C#CCN(C)C)ccc2S1(=O)=O	-3	-1	2	-27	3	5	.	11
C[C@H](NC(=O)C[C@@H]1CC[C@H]2[C@@H](COC[C@@H](O)CN2Cc2cc(F)ccc2F)O1)c1ccccc1	5	1	1	6	-8	-4	-9	0
COc1ccccc1N1Cc2ccc(OC)c(OC)c2C1=O	3	5	2	-6	14	3	22	16
O=C(NC1CCCC1)C(=O)c1c[nH]c2ccccc12	-15	3	2	-6	.	.	-82	-2
Cc1cccc(Nc2nc(C)cc(C)c2C#N)c1	6	-3	-2	12	-8	15	22	-2
Cc1cc(Br)cn2c(Cc3cccc(F)c3)c(-c3ccc(Cl)cc3)nc12	-6	1	-3	3	9	36	23	-2
(list continues)
SMILES	LGR2 antag	PglD DTNB	ERAP1 inh	FN deposition inh	PGC1a acetyl inh	EWS-Fli inh	PAX8 reporter	S100A4 inh HTS
CC1CCCCN1S(=O)(=O)c1ccc(C(=O)Nc2nnc(C3=COCCO3)o2)cc1 (stereo unspecified)	-13	-3	1	3	.	11	17	0
O=S(=O)(c1ccccc1)[C@@]1(c2ccc(Br)cc2)C[C@@H]2ON=C(c3cccc(Br)c3)[C@@H]2C1	-7	5	.	-11	2	4	13	-17
CCN(CC)c1ccc(N2C(=O)C3CCCCC3C2=O)cc1[N+](=O)[O-] (stereo unspecified)	0	0	.	.	.	3	12	.
C[C@@H]1CN([C@@H](C)CO)C(=O)c2cc(NC(=O)c3ccccc3)ccc2O[C@@H](C)CCCCO[C@H]1CN(C)S(=O)(=O)c1cccs1	-8	-1	.	.	-14	1	18	.
Cc1ccc(NC(=O)c2ccccc2OCc2c(C)noc2C)cc1S(=O)(=O)N(C)C	-25	-3	-1	1	0	-1	-9	6
CCOc1ccc(C(=S)N2CCCC2)cc1OCC	-18	-6	-2	-6	-3	12	6	-4
Cc1ccccc1S(=O)(=O)NCC[C@@H]1CC[C@H](NS(=O)(=O)c2ccccc2C)[C@@H](CO)O1	-3	5	-4	.	5	-3	11	2
COc1ccc(CN=C(C#N)C2=C(O)c3ccccc3C2=O)cc1	.	.	2	-4	-4	-4	2	-2
O=[N+]([O-])c1cc2c(cc1Br)CCN2	2	.	9	2	-1	-1	-5	-5
COC(=O)C1=C(N)Oc2cc(C)[nH]c(=O)c2C1c1ccccc1OC (stereo unspecified)	4	.	.	1	0	-8	57	-2
CNc1ccc2nnc(C(F)(F)C(F)(F)C(F)(F)F)n2n1	17	.	-1	0	-10	11	-3	1
COc1ccc(Nc2ccc3ccccc3c2)cc1	.	2	2	2	1	-65	-138	-5
CCCCOc1ccc(-c2nnc(-c3ccncc3)o2)cc1	.	2	.	-5	-5	.	-181	.
O=C(/C=C/c1ccc(F)cc1)N1CCc2ccccc2C1	-44	-2	2	7	22	-68	-131	18
CCN(CCn1cccn1)Cc1cn[nH]c1-c1ccc(OC)cc1F	18	-1	-3	-2	.	0	-2	-2
CNC(=O)C1(C)C=CC2(CCCCC2)N1C(=O)OC (stereo unspecified)	7	1	.	2	3	-5	-1	0

Given with each value named: part of the list above.
O=C(/C=C/c1ccc(F)cc1)N1CCc2ccccc2C1
- LGR2 antag: -44
- PglD DTNB: -2
- ERAP1 inh: 2
- FN deposition inh: 7
- PGC1a acetyl inh: 22
- EWS-Fli inh: -68
- PAX8 reporter: -131
- S100A4 inh HTS: 18
CCN(CCn1cccn1)Cc1cn[nH]c1-c1ccc(OC)cc1F
- LGR2 antag: 18
- PglD DTNB: -1
- ERAP1 inh: -3
- FN deposition inh: -2
- PGC1a acetyl inh: .
- EWS-Fli inh: 0
- PAX8 reporter: -2
- S100A4 inh HTS: -2
CNC(=O)C1(C)C=CC2(CCCCC2)N1C(=O)OC (stereo unspecified)
- LGR2 antag: 7
- PglD DTNB: 1
- ERAP1 inh: .
- FN deposition inh: 2
- PGC1a acetyl inh: 3
- EWS-Fli inh: -5
- PAX8 reporter: -1
- S100A4 inh HTS: 0

Bioassay records (PubChem)
